Source: PubChem BioAssay
PTHR1 agonist: PTHR1 (human) receptor agonism | AID 743266 | Potency, µM (series often up to 115 µM), inactives show at the highest dose activation, most hits filed as activators | hit rate 0.075% among 410,000 | HEK293 GP2 PTHR1 cells, GloSensor cAMP luminescence, 1 h | Q03431; note: nearly all actives have a fitted effect of over 55% in size; some results filed as inactive show a strong effect at the top dose; inactives centre near -15; many of its hits are not listed in these tables
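HEK-293-derived GP2 cells expressing PTHR1 and a GloSensor cAMP reporter, 3,000/well, plated overnight, given luciferin plus IBMX (each 0.5 mM as added) for 1 h at 37 °C, then compound for 1 h at 37 °C. Luminescence was read after 15 min at room temperature.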
EPAC1 antagonist: EPAC1 (human) antagonism; O95398; EPAC1 GEF assay, Rap1b-BODIPY-GDP exchange fluorescence; Potency, µM (doses to about 115 µM), inactives show at the top dose activity change, negative = inhibition, most hits filed as inhibitors; hit rate 0.14% among 360,000; AID 720709;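 note: plate controls were vehicle for no effect and positive control for full effect; nearly all actives have a fitted effect of over 50% in size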
Target sequence (O95398 whole entry, looked up): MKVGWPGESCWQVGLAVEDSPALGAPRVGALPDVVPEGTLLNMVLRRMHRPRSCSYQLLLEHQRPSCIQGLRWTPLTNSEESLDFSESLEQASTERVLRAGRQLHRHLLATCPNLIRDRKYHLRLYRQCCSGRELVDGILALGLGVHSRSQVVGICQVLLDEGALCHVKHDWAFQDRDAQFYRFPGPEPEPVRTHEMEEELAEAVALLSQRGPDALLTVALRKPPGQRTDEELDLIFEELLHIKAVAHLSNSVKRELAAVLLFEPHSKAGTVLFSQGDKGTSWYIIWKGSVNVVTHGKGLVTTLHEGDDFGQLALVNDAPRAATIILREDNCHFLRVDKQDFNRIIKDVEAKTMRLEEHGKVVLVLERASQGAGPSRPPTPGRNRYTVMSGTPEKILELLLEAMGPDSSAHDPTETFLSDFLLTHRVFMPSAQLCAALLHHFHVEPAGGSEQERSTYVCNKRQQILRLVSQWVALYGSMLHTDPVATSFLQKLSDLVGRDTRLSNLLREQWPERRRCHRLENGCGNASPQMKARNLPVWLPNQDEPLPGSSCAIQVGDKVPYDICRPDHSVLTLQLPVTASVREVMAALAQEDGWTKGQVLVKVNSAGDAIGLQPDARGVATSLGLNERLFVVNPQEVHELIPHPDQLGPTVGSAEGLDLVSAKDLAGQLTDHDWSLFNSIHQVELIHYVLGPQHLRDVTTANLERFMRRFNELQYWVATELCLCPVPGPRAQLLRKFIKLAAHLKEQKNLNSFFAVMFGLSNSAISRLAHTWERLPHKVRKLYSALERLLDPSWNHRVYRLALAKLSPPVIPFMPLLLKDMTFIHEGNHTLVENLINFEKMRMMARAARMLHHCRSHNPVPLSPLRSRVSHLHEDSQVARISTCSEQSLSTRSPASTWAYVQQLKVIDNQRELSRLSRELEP
aSyn rescue: alpha-synuclein toxicity inhibition in yeast. Potency, µM (series often up to 46.1 µM), for inactives: top-dose growth rescue (activation), most hits filed as activators. hit rate 0.14% among 370,000. Yeast expressing alpha-synuclein, growth rescue, BacTiter-Glo, 24 h; note: % of control where 0% means no effect; nearly all actives have a fitted effect of over 65% in size
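Readout is rescue of growth in alpha-synuclein-expressing yeast, so inhibitors of toxicity appear as activators. Growth after 24 hr at 30 deg C in galactose medium is quantified by luminescence.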
EPAC2 antagonist: antagonists of human EPAC2; EPAC2 GEF exchange of Rap1B-BODIPY-GDP, fluorescence; AID 720708; Potency, µM (series often up to 114 µM), inactives show top-dose activity, negative = inhibition, hits mostly inhibitors; hit rate 0.18% among 360,000; note: % is set by controls: 0 for no effect and ±100 for the full control effect; nearly all actives have a fitted effect of over 45% in size; many of its hits are not listed in these tables
TDP43 rescue: TDP-43 toxicity inhibition in yeast; TDP-43 expressing yeast growth rescue, BacTiter-Glo, 24 h; Potency, µM (doses to about 46.1 µM), inactives show at the highest dose growth rescue (activation), usual class: activators; hit rate 1.8% among 410,000; AID 652104; note: % of control where 0% means no effect; nearly all actives have a fitted effect of over 50% in size
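Galactose-induced TDP-43 yeast, OD600=0.02, compound pinned; 24 hr, 30 deg C; BacTiter-Glo luminescence for growth. Inhibitors of TDP-43 toxicity read as activators.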
EPAC2 agonist: agonists of human EPAC2 (RAPGEF4) | hit rate 0.079% among 360,000 | Q8WZA2 | EPAC2 activation, biochemical qHTS; response scale: 100% = 6.5 mM cAMP response | Potency, µM (highest dose often 154 µM), for the others: top-dose activation, hits mostly activators; note: nearly all actives have a fitted effect of over 50% in size
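Compounds were titrated in qHTS against a Rap1B-BODIPY-GDP (250 nM) complex with EPAC2 (100 nM) and GDP (50 uM). BODIPY-GDP release tracked at 480/540 nm over 30 min at room temperature, normalized to 6.5 mM cAMP.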
EPAC1 ag: activates human EPAC1 exchange factor | EPAC1 agonist qHTS, biochemical assay; response scale: 100% = response to 6.5 mM cAMP | AID 720707 | Potency, µM (top dose mostly 154 µM), without a hit: top-dose activation, hits mostly activators | hit rate 0.073% among 360,000 | O95398; note: nearly all actives have a fitted effect of over 60% in size
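Multi-concentration qHTS readout: loss of Rap1B-bound BODIPY-GDP fluorescence driven by 100 nM EPAC1 with excess GDP (50 uM), monitored kinetically at room temperature; agonist response expressed relative to 6.5 mM cAMP.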
FUS suppressor: suppressors of FUS proteinopathy in yeast. S. cerevisiae FUS-expressing, growth rescue, OD600, 24 h. Potency, µM (series often up to 76.6 µM), for inactives: at the highest dose growth rescue (activation), usual class: activators. hit rate 0.24% among 390,000. AID 1347120;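 note: plate controls were DMSO vehicle for no effect and reference control for full effect; nearly all actives have a fitted effect of over 55% in size; some results filed as inactive show a strong effect at the top dose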
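Absorbance at 600 nm, taken 24hr after compound addition, measured rescue of FUS-yeast growth at 30C. Induction used 2% galactose with seeding at OD 0.005. Controls: CP55940 from 92uM final, DMSO only.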
Numbers without * were called inactive; i = inactive; ? = inconclusive; . = no result given; & = joins results of further samples; [ ] = remark or other dose. Calls come from the whole dose curve; as a rule, active = well fitted curve in the direction sought with a large enough effect; inconclusive = small, poorly fitted or top-dose-only effect, or another doubt; inactive = no such curve, though single readings can be large; an effect the other way counts as inactive or inconclusive. Potency is the fitted concentration of half-maximal effect. Only part of the results is shown; count on the stated rates, not on these rows.

No. | Structure | PTHR1 agonist | EPAC1 antagonist | aSyn rescue | EPAC2 antagonist | TDP43 rescue | EPAC2 agonist | EPAC1 ag | FUS suppressor
1 | O=S1(=O)N[C@@H](Cc2ccccc2)COc2cccc(N3CCN(Cc4ccccc4F)CC3)c21 | -5% | -16% | 5% | 5% | 15% | 9% | -11% | 1%
2 | CCC(=O)Nc1cc(SCCO)cc([N+](=O)[O-])c1 | i | -17% | 6% | -21% | -11% | 0% | -7% | 3%
3 | O=C1C=C(c2ccc3c(c2)oc2ccccc23)C[C@@H](c2ccc(Cl)cc2)C1 | -3% | 3% | 0% | -1% | 17% | 0% | 12% | -22%
4 | CCOC(=O)C1(Cc2ccccc2Cl)CCN(C(=O)CN2CCOC2=O)CC1 | -7% | -3% | -18% | -1% | 5% | 0% | -2% | -8%
5 | CC(C)/C=C/CN1CCCC(N2CCN(c3cccc(Cl)c3)CC2)C1 (configuration not stated) | 0% | 9% | 11% | -2% | -2% | 6% | -16% | -35%
6 | Cc1cccc2cc(CN(CCN3CCCC3)C(=O)NC3CCCCC3)c(=O)[nH]c12 | -11%[57.5 µM] | 10% | 1% | 1% | -4% | 5% | 0% | 4%
7 | CC1(C(=O)Nc2cnc3ccccc3c2)CCN1Cc1ccc(-c2ccccc2)o1 (configuration not stated) | i | -16% | ? | -2% | 0% | 25% | 6% | 16%
8 | COc1cccc2c(=O)c(C/C=C(/C)Cl)c(C)[nH]c12 | i | -11% | -20% | -2% | -1% | 2% | 18% | 11%
9 | COc1nonc1NCn1nc(C)cc1C | i | -2% | 0% | -6% | -15% | 1% | -2% | 24%
10 | COc1cccc2cc(C(=O)Nc3ccc(CC(=O)O)cc3)c(=O)oc12 | -7% | . | -17% | . | 25% | . | . | 4%
11 | COC(=O)c1ccc(/C=N/NC(=O)c2ccccc2Cl)cc1 | i | 8% | 2% | -2% | 18% | 2% | 13% | -9%
12 | CCCCCc1nc(N)c(C#N)c(-c2ccco2)c1CCCC | i | -1% | -11% | 0% | -7% | -3% | 3% | 15%
13 | O=C1CC(Sc2ncn[nH]2)C(=O)N1c1ccccc1 (configuration not stated) | i | -13% | 4% | 2% | -1% | 2% | 1% | 19%
14 | CCS(=O)(=O)c1ccccc1C(=O)NC1CCCc2ccccc21 (configuration not stated) | -7% | -8% | -6% | 1% | -3% | 6% | -1% | 0%
15 | CCOC(=O)CC(=O)Nc1ccccc1C(=O)O | ? | -11% | -3% | -15% | 11% | 3% | 7% | -5%
16 | COC(=O)c1sccc1NC(=O)/C=C/C(=O)O | ? | 11% | -1% | -2% | -13% | 8% | 7% | -25%
17 | COC(=O)c1ccc2nc(-c3ccc4c(c3)OCO4)cn2c1 | -31%[inhibitor] | -5% | 0% | -1% | 9% | 8% | -8% | -8%
18 | CCOC(=O)N1CCN(C(=O)/C(=C/c2cccs2)NC(=O)c2cccs2)CC1 | -82%[inhibitor] | -1% | 2% | -4% | -17% | 4% | 5% | 14%
19 | Cc1nnc(SCCC#N)n(CCC#N)c1=O | -10%[57.5 µM] | 2% | -3% | 0% | -3% | 4% | -1% | 0%
20 | O=C(Nc1ncn[nH]1)C(F)(F)C(F)F | i | 0% | 3% | 1% | -2% | 0% | 7% | 3%
21 | O=C(COc1ccc2c3c(c(=O)oc2c1)CCC3)N1CCCCC1 | i | 6% | 7% | -5% | 25% | 3% | 6% | 13%
22 | CCSc1ccccc1C(=O)N=C1NC(=O)CC2C(=O)NCCN12 (configuration not stated) | 4% | -4% | 2% | 1% | 1% | 1% | -5% | -6%
23 | COc1ccc(CCNC(=O)COC(=O)/C=C/c2ccc3c(c2)OCO3)cc1OC | -27% | 5% | -2% | 2% | 10% | 1% | 11% | .
24 | CCc1c(C)c2ccc(OCC(=O)NCC3CCC(C(=O)O)CC3)cc2oc1=O (configuration not stated) | -17% | -6% | -3% | 2% | 23% | -1% | -19% | -4%

Reprinted, compounds 13–16
No. | Structure | PTHR1 agonist | EPAC1 antagonist | aSyn rescue | EPAC2 antagonist | TDP43 rescue | EPAC2 agonist | EPAC1 ag | FUS suppressor
13 | O=C1CC(Sc2ncn[nH]2)C(=O)N1c1ccccc1 (configuration not stated) | i | -13% | 4% | 2% | -1% | 2% | 1% | 19%
14 | CCS(=O)(=O)c1ccccc1C(=O)NC1CCCc2ccccc21 (configuration not stated) | -7% | -8% | -6% | 1% | -3% | 6% | -1% | 0%
15 | CCOC(=O)CC(=O)Nc1ccccc1C(=O)O | ? | -11% | -3% | -15% | 11% | 3% | 7% | -5%
16 | COC(=O)c1sccc1NC(=O)/C=C/C(=O)O | ? | 11% | -1% | -2% | -13% | 8% | 7% | -25%

More records follow:
No. | Structure | PTHR1 agonist | EPAC1 antagonist | aSyn rescue | EPAC2 antagonist | TDP43 rescue | EPAC2 agonist | EPAC1 ag | FUS suppressor
25 | CC1CCCN(CCOCCOc2ccc(Br)cc2Cl)C1 (configuration not stated) | -12% | 1% | 17% | -2% | -16% | 15% | 8% | -6%
26 | CC(C(=O)Nc1ccc(O)cc1C(=O)O)N1C(=O)/C(=C\c2cccs2)SC1=S (configuration not stated) | i | -16% | 0% | -12% | ? | 12% | 11% | 22%
27 | CSCC[C@H](NC(=O)COc1cc2c(c3oc(=O)c(C)c(C)c13)CCC(C)(C)O2)C(=O)O | i | -17% | -1% | -15% | -13% | -9% | 4% | 18%
28 | O=c1ccc2ccc(OCCOc3cccc(Cl)c3)cc2o1 | -13% | ? | 8% | -3% | 21% | 9% | 15% | -20%
29 | Cc1ccc2c(c1)[nH]c1c(=O)n(Cc3ccco3)cnc12 | i | -16% | 3% | 1% | 6% | 7% | -3% | 6%
30 | O=C(COC(=O)[C@@H]1CC(O)CN1S(=O)(=O)c1ccc2c(c1)OCCO2)Nc1ccccc1F (some centres not stated) | -6% | 8% | 1% | 8% | 4% | -1% | 0% | 6%
31 | CCOC(=O)N1CCC2CC1c1cc(-c3cccc(OC)c3)ccc12 (configuration not stated) | -18% | -14% | 10% | ? | 3% | 17% | 9% | 35%
32 | COC(=O)c1ccc(NC(=O)CNC(=O)C2CCCCC2)c(C)c1 | ? | 6% | 9% | -1% | 1% | 9% | 6% | -10%
33 | Cc1ccc(Cl)c(Nc2ccccc2C(=O)O)c1Cl | -30%&-22% | -13%&-1% | -17%&-1%&-6% | ? | ? | -2%&-1% | 7%&-1% | -24%&-25%
34 | Cc1cccc(CC(C)NC(=O)c2oc3c(F)cccc3c2C)n1 (configuration not stated) | -1% | 15% | -2% | 5% | -4% | 4% | -6% | 0%
35 | O=C(CC1S/C(=N/N=C2CCCCCC2)NC1=O)Nc1ccccc1F (configuration not stated) | -6% | 13% | -1% | 5% | 24% | 2% | 1% | 16%
36 | CCCn1c(O)c(N=NC(=O)c2ccco2)c2ccccc21 | -5% | -5% | 0% | -1% | 9% | -10% | -1% | .

Among those listed so far, 2 have two or more sulfur atoms:
No. | Structure | PTHR1 agonist | EPAC1 antagonist | aSyn rescue | EPAC2 antagonist | TDP43 rescue | EPAC2 agonist | EPAC1 ag | FUS suppressor
18 | CCOC(=O)N1CCN(C(=O)/C(=C/c2cccs2)NC(=O)c2cccs2)CC1 | -82%[inhibitor] | -1% | 2% | -4% | -17% | 4% | 5% | 14%
26 | CC(C(=O)Nc1ccc(O)cc1C(=O)O)N1C(=O)/C(=C\c2cccs2)SC1=S (configuration not stated) | i | -16% | 0% | -12% | ? | 12% | 11% | 22%

Next section:
No. | Structure | PTHR1 agonist | EPAC1 antagonist | aSyn rescue | EPAC2 antagonist | TDP43 rescue | EPAC2 agonist | EPAC1 ag | FUS suppressor
37 | O=C(NCCc1nnc2ccc(NCc3cccnc3)nn12)c1ccccc1F | -9% | -6% | 7% | 7% | 21% | 1% | -7% | -3%
38 | COc1ccc(C#Cc2ccc3c(c2)c(=O)c2ccccc2n3C)cc1 | i | 16% | -7% | -1% | 9% | 7% | 5% | -9%
39 | COCc1nnc(NS(=O)(=O)c2ccc(Br)cc2)s1 | i | -7% | -1% | 8% | -10% | 4% | -5% | ?
40 | Cn1c(CCCOc2ccc(Cl)cc2Cl)nnc1SCC(=O)Nc1nccs1 | 8%[57.5 µM] | -11% | 3% | -10% | -3% | -11% | 2% | 6%
41 | COc1ccc(NC(=O)CN2C(=O)C(C)Oc3ccccc32)cc1OC (configuration not stated) | -12% | -24% | -6% | -8% | -1% | -1% | 0% | 11%
42 | Cc1cccc(N2N=C(C(=O)Nc3ccc(Cl)c(S(=O)(=O)N4CCOCC4)c3)CCC2=O)c1 | -75% | -6% | 1% | -14% | -12% | 10% | -8% | .
43 | O=C(N/N=C/c1ccc(N2CCOCC2)cc1)c1ccccc1OCCOc1ccccc1 | -13% | 3% | 4% | -3% | 25µM* | 6% | 17% | 18%
44 | CCOc1ccc(CNC(=O)CCS(=O)(=O)c2ccc3c(c2)oc(=O)n3C)cc1 | -4% | -22% | 6% | -5% | 14%&13% | 1% | 10% | -8%&4%
45 | CN1/C(=C\C(=O)Nc2ccc(F)cc2)C(C)(C)c2ccccc21 | i | -9% | -3% | -1% | -12% | 8% | 3% | .
46 | Cc1ccc(NC(=O)CN(C)C(=O)CNC(=O)c2cccs2)cc1 | i | -13% | 2% | 6% | 14% | 8% | -16% | .
47 | C[C@H](NC(=O)[C@@H]1CCCN1C(=O)[C@@H]1CCCN1C(=O)c1ccc(Cl)cc1)c1ccccc1 | -20% | 8% | -2% | 1% | 9% | -2% | 0% | -25%
48 | O=C(COc1ccc(S(=O)(=O)N2CCOCC2)cc1)NC1CCCC1 | i | 1% | 3% | -2% | -11% | 7% | 16% | 24%
49 | O=C(OC12CC3CC(CC(C3)C1)C2)c1ccc(NCc2cc(O)ccc2O)cc1 | -24% | -20% | -58%[inhibitor] | -1% | ? | 8% | 7% | .
50 | Cc1ccc(C)c(Oc2ccc(S(=O)(=O)N3CCN(C)CC3)cn2)c1 | i | -20% | 3% | 0% | 18% | 2% | ? | 12%

Structures shown so far containing a cyano group:
No. | Structure | PTHR1 agonist | EPAC1 antagonist | aSyn rescue | EPAC2 antagonist | TDP43 rescue | EPAC2 agonist | EPAC1 ag | FUS suppressor
12 | CCCCCc1nc(N)c(C#N)c(-c2ccco2)c1CCCC | i | -1% | -11% | 0% | -7% | -3% | 3% | 15%
19 | Cc1nnc(SCCC#N)n(CCC#N)c1=O | -10%[57.5 µM] | 2% | -3% | 0% | -3% | 4% | -1% | 0%
